Bioassay records deposited in PubChem BioAssay by National Center for Advancing Translational Sciences (NCATS).
Luc counter: blocks Kinase-Glo luciferase, a counter-screen artifact; hit rate 0.28% among 200,000; Potency, µM (highest dose often 38.3 µM), without a hit: top-dose activity change, negative = inhibition, usual class: inhibitors; Kinase-Glo luciferase, ATP luminescence, 8 min; AID 1379; note: potency is the fitted concentration of half-maximal effect; % is set by controls: 0 for no effect and ±100 for the full control effect; nearly all actives have a fitted effect of over 60% in size
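Inhibition of Kinase-Glo luciferase light generation was assessed at 10 uM ATP in pH 7.2 imidazole buffer, with luminescence measured after eight minutes at ambient temperature.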
Epigenetic derep: epigenetic control regulation, reporter derepression | hit rate 0.2% among 280,000 | AID 1865 | Potency, µM (series often up to 53.9 µM), without a hit: at the highest dose GFP activation, most hits filed as activators | murine LDR cells, GFP reporter derepression, 30 h; note: potency is the fitted concentration of half-maximal effect; % of control where 0% means no effect; nearly all actives have a fitted effect of over 60% in size
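Readout is the number of GFP-expressing murine LDR cells, counted by cytometry following washing. Cells were treated with compound for 30 h at 37 C; the stably integrated CMV-GFP locus is normally silent.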
CBFb RUNX1 block: blocks binding between human CBF-beta and RUNX1; AID 1477; Q01196+Q13951; Potency, µM (series often up to 59.8 µM), inactives show at the highest dose activity, negative = inhibition, hits mostly inhibitors; AlphaScreen CBFb-His/RUNX1-biotin binding, biochemical; 230,000 tested, under 10 active; note: % of control where 0% means no effect
Target sequence (Q01196 whole entry, looked up): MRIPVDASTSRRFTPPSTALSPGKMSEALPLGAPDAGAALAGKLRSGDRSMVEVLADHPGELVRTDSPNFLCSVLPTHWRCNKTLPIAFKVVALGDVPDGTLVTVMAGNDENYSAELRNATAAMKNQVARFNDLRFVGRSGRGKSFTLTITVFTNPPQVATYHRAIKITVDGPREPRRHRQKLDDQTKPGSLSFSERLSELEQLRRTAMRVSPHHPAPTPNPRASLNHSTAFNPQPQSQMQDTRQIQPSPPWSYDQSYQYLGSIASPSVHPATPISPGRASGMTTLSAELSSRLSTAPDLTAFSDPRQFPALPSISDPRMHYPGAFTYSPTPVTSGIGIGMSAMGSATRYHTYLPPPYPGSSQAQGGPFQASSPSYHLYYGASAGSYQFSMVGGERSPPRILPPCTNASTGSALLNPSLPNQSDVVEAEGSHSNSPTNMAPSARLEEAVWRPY
Target sequence (Q13951 whole entry, looked up): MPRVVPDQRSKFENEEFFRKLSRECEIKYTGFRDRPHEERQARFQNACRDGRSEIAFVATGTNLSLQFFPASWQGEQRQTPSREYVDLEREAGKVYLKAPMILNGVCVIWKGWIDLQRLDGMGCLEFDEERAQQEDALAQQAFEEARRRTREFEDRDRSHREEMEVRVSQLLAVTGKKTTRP
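Compounds were screened at multiple concentrations against a preformed CBF-beta(His)/RUNX1(biotin) complex (30 nM of each) for 15 min at room temperature, followed by 90 min with nickel and streptavidin beads and AlphaScreen reading.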
Lamin A splicing: changes lamin A minigene splicing in HeLa cells; HeLa LMNA splicing GFP/RFP minigene ratio, 48 h; Potency, µM (highest dose often 46.1 µM), for inactives: top-dose ratio change, negative = inhibition, actives largely listed as inhibitors; hit rate 0.01% among 200,000; AID 1487; active = well fitted inhibition curve with a large enough effect in the signal ratio, with a control signal flat, not every such curve was filed as active; inconclusive = small, poorly fitted or top-dose-only effect, or effect the other way, or a change in a side signal; the % refers to the signal ratio; note: potency is the fitted concentration of half-maximal effect; % is set by controls: 0 for no effect and ±100 for the full control effect
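S3 HeLa stable clones carrying a lamin A-EGFP splicing minigene plus DsRed2 were seeded at 600 cells/well in Opti-MEM with 2% FBS, pin-dosed and incubated 48 h at 37°C. Acumen cytometry (488 nm) gave the GFP/RFP total-intensity ratio.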
IMPase Li cell: membrane-permeable IMPase blocker, potentiated with lithium. CHO-M1 cells, IP1 TR-FRET (IP-One), carbachol + lithium. Potency, µM (highest dose often 59.4 µM), for inactives: at the highest dose activity, negative = IMPase inhibition, most hits filed as inhibitors. hit rate 0.35% among 210,000. AID 1457;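 note: IP1 builds up when IMPase is blocked and the TR-FRET signal falls; potency is the fitted concentration of half-maximal effect; plate controls were basal vehicle for no effect and high inhibitor control for full effect; nearly all actives have a fitted effect of over 50% in size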
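Lithium-sensitised IP1 accumulation assay; M1-expressing CHO cells treated 30 min at 37C with compound. Competitive antibody detection by time-resolved FRET followed a 10 min room-temperature lysis step.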
HttQ103 aggreg: inhibitors of mutant huntingtin aggregate formation in PC12 cells; PC12 HttQ103-GFP aggregates, Acumen cytometry, 40 h; Potency, µM (series often up to 46.1 µM), for inactives: at the highest dose activity change, negative = inhibition, most hits filed as inhibitors; hit rate 1.1% among 220,000; AID 1688; note: potency is the fitted concentration of half-maximal effect; % is set by controls: 0 for no effect and ±100 for the full control effect; nearly all actives have a fitted effect of over 60% in size
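Steps: seed 1500 PC12 HTTQ103-GFP cells/well; add tebufenozide, 100 nM final; add compound titration; add ATPLite reagent; quantify GFP aggregates by laser scanning cytometry.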
NPSR antag: antagonists of human neuropeptide S receptor cAMP signaling. CHO-NPSR cells, cAMP TR-FRET, antagonist mode. Q6W5P4. Potency, µM (titrated, usually from 38.3 µM), inactives show at the top dose activity change, negative = inhibition, actives largely listed as inhibitors. AID 1461. hit rate 1% among 220,000; note: potency is the fitted concentration of half-maximal effect; % is set by controls: 0 for no effect and ±100 for the full control effect; nearly all actives have a fitted effect of over 50% in size; many of its hits are not listed in these tables
Target sequence (Q6W5P4 whole entry, looked up): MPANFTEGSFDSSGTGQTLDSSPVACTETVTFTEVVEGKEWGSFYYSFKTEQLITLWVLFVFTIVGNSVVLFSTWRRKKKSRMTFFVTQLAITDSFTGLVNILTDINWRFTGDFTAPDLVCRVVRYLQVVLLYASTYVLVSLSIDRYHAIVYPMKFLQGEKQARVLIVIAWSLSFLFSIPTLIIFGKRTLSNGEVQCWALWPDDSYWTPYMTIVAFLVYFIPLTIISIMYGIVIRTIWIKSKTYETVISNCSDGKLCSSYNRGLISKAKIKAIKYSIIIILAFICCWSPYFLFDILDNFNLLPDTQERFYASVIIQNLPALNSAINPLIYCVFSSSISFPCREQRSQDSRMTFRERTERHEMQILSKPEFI
The depositor's hits bear a star; ? = inconclusive; / = not tested or not shown; [ ] = remark or other dose. Unless noted, calls come from the whole dose curve; as a rule, active = well fitted curve in the direction sought with a large enough effect; inconclusive = small, poorly fitted or top-dose-only effect, or another doubt; inactive = no such curve, though single readings can be large; an effect the other way counts as inactive or inconclusive. Some of the compounds tested. The share of hits here may be higher or lower than overall.

SMILES	NPSR antag	CBFb RUNX1 block	Epigenetic derep	IMPase Li cell	Lamin A splicing	Luc counter	HttQ103 aggreg
CCOC(=O)c1ccc(NC(=O)NCc2ccccc2)cc1	-21%	2%	-0.9%	7%	8%[46 µM]	1%	-23%
O=C(NCc1ccco1)c1ccc2c(=O)n(CC3CCCO3)c(=S)[nH]c2c1 (configuration not stated)	-18%[46.1 µM]	5%	0.0%	3%	0%	0%	0%
CC12CC(NC(=O)N1c1cccc(C(=O)NCc3ccccc3)c1)c1ccccc1O2 (configuration not stated)	-17%[46.1 µM]	2%	-0.9%	-17%[38.3 µM]	-13%	-4%	2%
CCOc1ccc(-n2c(-c3ccccc3)c[n+]3c2CCCCC3)cc1	19%	8%	0.0%	13%	?	7%	?
CC(Sc1nnc(C2CCCCC2)n1N)C(=O)NCc1ccc2c(c1)OCO2 (configuration not stated)	-1%[46.1 µM]	5%	8.2%	-7%[38.3 µM]	1%	-2%	3%
Cc1cc(C(=O)NCc2cc(F)cc3c2OCOC3)nn1C	-9%[7.67 µM]	6%	-0.3%	/	/	/	7%[9.22 µM]
CCC1CCCCN1CCCNC(=O)c1ccc(N2CCOCC2)c(NS(=O)(=O)c2ccc(OC)cc2)c1 (configuration not stated)	-36%	5%	1.2%	10%	/	1%	1%
COc1ccc(O)c(-c2c(-c3ccc(Cl)cc3)n[nH]c2C)c1	-11%[46.1 µM]	-16%	0.5%	6%[38.3 µM]	?	-6%	-17%
CC1(CCl)N([O-])C2=C(CCCC2)[N+]1=O (configuration not stated)	13%	-9%	0.0%	/	/	/	22%[9.22 µM]
COc1ccc(CCNS(=O)(=O)c2cccc(C)c2)cc1OC	-26%[46.1 µM]	-1%	1.8%	8%[38.3 µM]	2%	-7%	8%
Cc1ccc(-c2cc(C(=O)N/N=C/c3c[nH]c4ccccc34)[nH]n2)cc1	-22%	-9%	0.0%	2%	?	0%	-8%
Cc1noc(C)c1CSc1nnc(-c2ccccc2)n1Cc1ccco1	-20%[46.1 µM]	1%	-2.7%	5%[38.3 µM]	1%	0%	?
Cc1cc(C)c(C#N)c(SCC(O)CS(=O)(=O)Cc2ccccc2)n1 (configuration not stated)	-19%[46.1 µM]	9%	-0.8%	-2%[38.3 µM]	2%	-8%	0%
COc1ccc(-c2noc(CSc3nc4ccccc4c(=O)n3-c3ccccc3)n2)cc1	-2%[46.1 µM]	2%	1.1%	8%[38.3 µM]	5%	2%	-6%
CCCc1nn(C)c(C(=O)Nc2ccc(Cl)cc2)c1Cl	-5%	19%	-2.2%	2%	?	0%	-14%
COc1ccc(C(=O)NNC(=O)c2ccc(C(C)(C)C)cc2)cc1	15%	-4%	0.4%	-10%	/	-6%	-2%
COc1cc(C(Nc2ccccn2)c2c(NC(=O)c3ccco3)sc(C)c2C)cc(OC)c1OC (configuration not stated)	-48%	10%	0.0%	6%	-13%	-2%	?
COc1ccc(NC(=O)CSc2nc(N3CCCCC3)nc(N3CCCCC3)n2)cc1	-20%[46.1 µM]	-2%	1.0%	6%[38.3 µM]	10%	-2%	-6%
Nc1ccc(C(=O)Nc2nc3ccccc3s2)cc1	-11%[46.1 µM]	7%	0.1%	-7%[38.3 µM]	-6%	-6%	-4%
O=C(c1cccc(F)c1)N1CCN(C(=O)c2nn3cccnc3c2Cl)CC1	6%[46.1 µM]	?	-4.7%	7%	6%	-4%	-6%
O=C(Cc1ccccc1[N+](=O)[O-])Nc1ccccc1C(=O)N1CCCC1	3%	3%	-4.2%	5%	?	0%	5%[9.22 µM]
Cc1cc(C)cc(N(CC(=O)N2CCn3c2nc2ccccc23)S(=O)(=O)c2c(C)noc2C)c1	-26%[46.1 µM]	-1%	-2.7%	3%[38.3 µM]	6%	0%	3%
COc1ccc(-c2c(NC(=O)c3ccco3)n(-c3ccccc3)nc(C)c2=O)cc1	-8%	0%	1.0%	/	/	/	5%[9.22 µM]
COC(=O)c1ccc(OS(=O)(=O)c2ccc(NC(C)=O)cc2)cc1	4%	2%	0.0%	4%	?	0%	1%
Nc1nc(Cl)cc(N2CCCC2)n1	-4%	6%	0.0%	6%	/	0%	14%[9.22 µM]

Later entries
SMILES	NPSR antag	CBFb RUNX1 block	Epigenetic derep	IMPase Li cell	Lamin A splicing	Luc counter	HttQ103 aggreg
COc1ccc(C(=O)N/N=C/c2cc(Br)ccc2O)cc1OC	-14%	-20%	-1.0%	/	/	/	?
Cc1ccc(-n2c(=O)[nH]c3c(C(N)=O)nc(CC(C)C)nc32)cc1	-11%[46.1 µM]	3%	0.1%	6%[38.3 µM]	17%	1%	-2%
O=C(CCCC(=O)N(CC(=O)NC1CCCCC1)Cc1ccccc1)Nc1ccccn1	-8%[46.1 µM]	-2%	1.0%	26%[38.3 µM]	-13%	-1%	0%
CCOC(=O)c1c(C)[nH]c2ccc3c(c12)CN1CCc2cc(OC)ccc2[C@@H]1O3	/	-14%[21.7 µM]	1.0%	20%	/	-2%	/
C(=N\Nc1nc2ccccc2[nH]1)/c1ccncc1	-27%	-1%	-2.4%	8%	1%[9.22 µM]	-5%	-5%
N#Cc1c2n(c(=S)n(-c3ccc(OC(F)F)cc3)c1=O)CCCCC2	-24%	1%	0.4%	-7%	/	-2%	-4%
Cc1c(Cl)c([N+](=O)[O-])nn1Cc1ccc(C(=O)N/N=C\c2cc(Cl)ccc2O)o1	-19%[46.1 µM]	-2%	-1.1%	4%[38.3 µM]	?	-1%	1.6µM*
COc1cccc(CS(=O)(=O)c2nnnn2CC(C)C)c1	/	-9%	-1.1%	15%	/	-2%	/
CCOC(=O)C1CCCN(C(=O)CN(c2ccc(OC)cc2)S(=O)(=O)c2c(C)noc2C)C1 (configuration not stated)	?	-6%	0.8%	-6%[38.3 µM]	4%	16%	4%
Cc1ccc2cc(CN(C(=O)c3cccs3)c3ccccc3)c(=O)[nH]c2c1	-7%	3%	?	/	/	/	20%[9.22 µM]
CCN(CC)C(=O)Oc1cc(COC)nc(-c2ccccc2)n1	16%	7%	-1.0%	/	/	/	-6%[9.22 µM]
Cc1cc(Nc2ccc(F)cc2F)n2ncnc2n1	16%	-6%[2.36 µM]	-2.7%	-2%	0%	-1%	-5%
Cc1cc(C)cc(N(CC(=O)N2CCc3ccccc32)S(=O)(=O)c2c(C)noc2C)c1	-22%[46.1 µM]	1%	-6.0%	0%[38.3 µM]	1%	8%	-3%
CC(C)OC(=O)c1sc2nc(-c3ccccc3)ccc2c1N	-1%[46.1 µM]	2%	-1.9%	-27%[38.3 µM]	-6%	-5%	2%
CCCN1Cc2cccc(C(N)=O)c2C1=O	8%[46.1 µM]	-3%	1.0%	10%[38.3 µM]	?	0%	?
Cc1ccc(C2C3C(=O)N(c4ccccc4)C(=O)C3N3CCCN23)cc1 (configuration not stated)	-21%	10%	1.4%	/	/	/	17%[9.22 µM]
Cc1cc(C(=O)NCc2ccccc2Br)no1	16%[46.1 µM]	8%	0.0%	4%[38.3 µM]	-1%	6%	-9%
Clc1cccc(NCc2nnc3n2CCCCC3)c1	27%	3%	3.8%	-1%	/	13%	-6%
CCCn1c(=N)n(CC(O)c2ccc(C)cc2)c2ccccc21 (configuration not stated)	27%	-1%	1.5%	/	/	/	12%[9.22 µM]
COc1ccc(CNCC(O)(c2ccccc2)c2ccccc2)cc1OC	-4%	5%	-0.3%	3%	15%[46 µM]	-1%	?
C=CCn1cc(C(=O)NCc2cccnc2)c(=O)c2cc(S(=O)(=O)N(CC)CC)ccc21	-8%[46.1 µM]	-3%	-0.2%	-2%[38.3 µM]	-2%	17%	-12%
O=c1n(-c2ccccc2)c(=O)n2n1CCCC2	-5%[46.1 µM]	1%	-0.8%	-5%[38.3 µM]	14%	0%	5%
COc1ccc(N2CCN(C(=O)c3ccncc3)CC2)cc1	-26%[46.1 µM]	3%	-5.8%	6%[38.3 µM]	10%	1%	4%
COc1ccc(Cl)cc1NC(=O)COC(=O)CCCN1C(=O)c2ccccc2C1=O	-3%	-1%	-2.0%	10%	-3%	3%	0%
O=C(COc1ccc2ccccc2c1)NNC(=O)Cc1ccccc1	-43%	5%	-2.2%	?	-16%	0%	-1%

New compounds follow.
SMILES	NPSR antag	CBFb RUNX1 block	Epigenetic derep	IMPase Li cell	Lamin A splicing	Luc counter	HttQ103 aggreg
Cc1nn(-c2ccccc2)c(Cl)c1C(=O)Nc1ccccc1	-16%[46.1 µM]	3%	-1.1%	1%[38.3 µM]	-1%	-6%	-11%
O=C(c1cccc(S(=O)(=O)N2CCOCC2)c1)N1CCCc2ccccc21	5%[46.1 µM]	19%	0.9%	18%[38.3 µM]	-1%	0%	-3%
COc1ccc2c(c1)OCC(Cc1ccc(OC)c(O)c1)C2=O (configuration not stated)	/	5%	0.8%	3%	/	-1%	/
CC(=O)c1cccc(CN2CCC(CO)(CCCc3ccccc3)CC2)c1	13%	-4%	-1.4%	24%	-1%[46 µM]	3%	-21%[9.22 µM]
Cc1ccc(CC2CC(=O)N(C(Cc3ccccc3)C(=O)O)C2=O)cc1 (configuration not stated)	5%	5%	1.0%	10%	2%[46 µM]	-2%	-9%[9.22 µM]
COc1c(C)cccc1C(=O)Nc1ccc(CN2CCCCC2)cc1	17%[46.1 µM]	2%	3.7%	15%[38.3 µM]	8%	-1%	-9%
O=C(NC1CCCCC1)N1CCCC(CNS(=O)(=O)Cc2ccccc2)C1 (configuration not stated)	0%	3%	0.1%	-5%	8%[46 µM]	0%	-13%[9.22 µM]
CCCCNC(=O)c1onc(CSc2cccc(OC)c2)c1C(=O)O	-7%[46.1 µM]	5%	-2.0%	-4%[38.3 µM]	?	4%	-7%
Cc1ccccc1N1C(=O)CC(N(O)c2ccccc2)C1=O (configuration not stated)	-3%[46.1 µM]	-1%	0.7%	-8%[38.3 µM]	1%	-1%	2%
O=C(NC1=NCCS1)c1ccc(Cl)c(S(=O)(=O)N2CCc3ccccc32)c1	-26%	6%	1.7%	/	/	/	-12%[9.22 µM]
Cc1cc(SCC(=O)Nc2cccc(S(=O)(=O)NC3=NCCCCC3)c2)nc2ccccc12	-25%	2%	3.0%	/	/	/	15%[9.22 µM]
CCOc1ccc2nc(NC(=O)c3cnc(C)cn3)sc2c1	-7%[46.1 µM]	-8%	-0.3%	2%[38.3 µM]	-3%	-6%	-31%
O=C(c1ccc(S(=O)(=O)N2CCCCC2)cc1)N1CCN(c2ccccc2)CC1	-1%[46.1 µM]	4%	-1.0%	9%[38.3 µM]	9%	-1%	2%
